Source: PubChem BioAssay (National Center for Advancing Translational Sciences (NCATS))
B2AR arrestin = agonists driving beta-arrestin recruitment to human beta2-adrenergic receptor | actives 0.02% (n = 330,000) | Potency, µM (doses to about 46.1 µM), for inactives: at the highest dose activation, hits mostly activators | P07550 | beta-arrestin recruitment to beta2AR, cell-based reporter;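 further: potency means the concentration at half of the fitted maximal effect; 0% = DMSO controls and full agonism = EC100 isoproterenol or metaproterenol; nearly all actives have a fitted effect of over 65% in size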
Chronic BCR inh = blocks chronic active B-cell receptor signaling; ABC-DLBCL IkBa-CBG/CBR reporter, luminescence ratio, 4 h; AID 493014; actives 0.05% (n = 340,000); Potency, µM (top dose mostly 46.1 µM), without a hit: at the highest dose ratio change, negative = lower green/red ratio, most hits filed as inhibitors; active means well fitted inhibition curve with a large enough effect in the signal ratio, with a control signal flat, not every such curve was filed as active; inconclusive means small, poorly fitted or top-dose-only effect, or effect the other way, or a change in a side signal; the % refers to the signal ratio;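 further: potency means the concentration at half of the fitted maximal effect; plate controls were basal doxycycline-induced cells for no effect and cells given 10 µM MG132 for full effect; MG132 reads +100%, hits lower the ratio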
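TMD8 ABC-DLBCL cells carrying doxycycline-inducible green luciferase fused to IkappaBalpha plus unfused red luciferase were exposed to compounds (up to 46 uM) for 4 hrs at 37C. Activity came from the overlap-corrected green/red luminescence ratio.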
PKM2 activator = PKM2 (human) enzyme activation; P14618; purified PKM2, Kinase-Glo ATP luminescence, activation; response scale: 0% is enzyme alone, no compound; Potency, µM (series often up to 57.5 µM), for the others: at the top dose activation, actives largely listed as activators; actives 0.34% (n = 260,000); further: potency means the concentration at half of the fitted maximal effect; nearly all actives have a fitted effect of over 55% in size
Target sequence (P14618 whole entry, looked up): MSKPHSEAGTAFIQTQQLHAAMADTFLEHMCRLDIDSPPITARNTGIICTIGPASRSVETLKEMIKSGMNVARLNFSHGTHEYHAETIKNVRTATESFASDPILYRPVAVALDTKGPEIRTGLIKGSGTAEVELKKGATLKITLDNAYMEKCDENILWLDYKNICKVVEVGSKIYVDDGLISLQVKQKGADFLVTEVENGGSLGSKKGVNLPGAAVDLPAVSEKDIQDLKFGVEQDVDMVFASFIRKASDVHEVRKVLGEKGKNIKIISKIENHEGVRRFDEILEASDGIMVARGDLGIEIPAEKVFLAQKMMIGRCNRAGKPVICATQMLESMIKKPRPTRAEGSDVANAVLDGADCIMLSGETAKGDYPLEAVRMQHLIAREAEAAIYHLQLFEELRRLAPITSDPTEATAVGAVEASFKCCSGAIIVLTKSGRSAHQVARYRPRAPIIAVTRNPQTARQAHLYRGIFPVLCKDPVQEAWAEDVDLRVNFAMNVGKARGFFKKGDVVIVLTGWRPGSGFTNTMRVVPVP
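Purified hPK-M2 (>95% pure) converted ADP (0.1 mM final) to ATP with 0.5 mM PEP in 50 mM imidazole pH7.2, KCl, MgCl2, Tween 20, BSA; 1 h at room temperature. ATP detected by Kinase-Glo luminescence.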
Coupling enz = coupling enzyme interference in Giardia aldolase counter-screen; coupling enzyme system counterscreen, AmpLite Red fluorescence; activity change, negative = inhibition, % at 58.2 µM, hits read low; actives 0.67% (n = 290,000); in the data active means activity change below about -30%
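Activity here indicates interference with the coupling reaction, not aldolase inhibition. Compounds at 57.5 uM final met coupling enzymes for 10 min at RT; substrate and AmpLite Red detection followed, with a 525/598 nm fluorescence read after 20 min.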
USP2a inh = blocks human ubiquitin-specific protease USP2a; O75604; USP2 core, Ub-CHOP2 coupled fluorogenic reporter, 485/531; Potency, µM (titrated, usually from 38.3 µM), without a hit: at the top dose activity change, negative = inhibition, usual class: inhibitors; actives 0.01% (n = 330,000); AID 463254;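 further: potency means the concentration at half of the fitted maximal effect; plate controls were DMSO wells for no effect and full inhibition by NEM control for full effect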
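Cell-free coupled assay: 10nM USP2 core preincubated 30min RT with compound in Tris-HCl pH 8.0/CaCl2/CHAPS buffer, then 25nM Ub-CHOP2 and 25nM reporter substrate; fluorescence (Ex 485/Em 531) read after 60min RT, normalized to NEM inhibition, concentration-response curves fitted.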
KCNH2 3.1 block = inhibitors of human KCNH2 3.1 potassium channel isoform | U2OS KCNH2 3.1, thallium flux FluxOr; hits give low values | activity change, % (tested at about 1.8 µM) | actives 0.95% (n = 340,000);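 active means maximum activity change below -70%; inconclusive means maximum activity change from -70% to -50%; inactive means maximum activity change above -50%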;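 further: thallium influx rate constant from kinetic fluorescence after stimulation buffer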
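Measured as rate of thallium-driven FluxOr signal in transduced U2OS cells carrying the 3.1 channel, read kinetically for 2 min upon stimulation; values are rate constants scaled to DMSO control wells.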
hERG WT inh = blocks the wildtype human KCNH2 potassium channel | Q12809 | U2OS, BacMam KCNH2, thallium flux FluxOr; hits give low values | activity change, % at 1.84 µM | actives 0.37% (n = 340,000) | AID 720551;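 active means maximum activity change below -70%; inconclusive means maximum activity change between -70% and -50%; inactive means maximum activity change above -50%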
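U2OS cells were transduced with wild-type KCNH2 virus (2.03 x 10^8 / mL) for 4 h at room temperature, then cultured overnight at 37 C. Thallium flux was read with FluxOr dye. Rate constants were normalized to DMSO controls.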
uPA generation = inhibitors of cell surface uPA generation. actives 0.31% (n = 330,000). Potency, µM (titrated, usually from 38.3 µM), for inactives: at the top dose activity change, negative = inhibition, usual class: inhibitors. cell surface uPA generation assay, qHTS; active means well fitted inhibition curve with a large enough effect; inconclusive means small, poorly fitted or top-dose-only effect; inactive means no such curve, though single readings can be large or run the other way; tested in mouse RAW 264.7 cells; further: potency means the concentration at half of the fitted maximal effect; nearly all actives have a fitted effect of over 55% in size
GALK inh = inhibitors of human galactokinase. Potency, µM (doses to about 57.5 µM), for the others: at the highest dose activity change, negative = inhibition, usual class: inhibitors. Purified GALK, Kinase-Glo residual ATP luminescence. actives 0.007% (n = 270,000). P51570; further: potency means the concentration at half of the fitted maximal effect
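Human GALK (5 nM) with 35 uM ATP and 100 uM galactose in 20 mM HEPES pH 8.0, 5 mM MgCl2, 60 mM NaCl, 1 mM DTT, 0.01% BSA. After 1 h at room temperature, leftover ATP was read by Kinase-Glo Plus luminescence.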
Eya2 phos inh = inhibitors of human Eya2 phosphatase activity; recombinant Eya2, OMFP fluorescence dephosphorylation (OMFP is methylfluorescein phosphate); Potency, µM (doses to about 76.9 µM), without a hit: at the highest dose activity, negative = inhibition, actives largely listed as inhibitors; actives 0.006% (n = 330,000); further: potency means the concentration at half of the fitted maximal effect
Target sequence (O00167 whole entry, looked up): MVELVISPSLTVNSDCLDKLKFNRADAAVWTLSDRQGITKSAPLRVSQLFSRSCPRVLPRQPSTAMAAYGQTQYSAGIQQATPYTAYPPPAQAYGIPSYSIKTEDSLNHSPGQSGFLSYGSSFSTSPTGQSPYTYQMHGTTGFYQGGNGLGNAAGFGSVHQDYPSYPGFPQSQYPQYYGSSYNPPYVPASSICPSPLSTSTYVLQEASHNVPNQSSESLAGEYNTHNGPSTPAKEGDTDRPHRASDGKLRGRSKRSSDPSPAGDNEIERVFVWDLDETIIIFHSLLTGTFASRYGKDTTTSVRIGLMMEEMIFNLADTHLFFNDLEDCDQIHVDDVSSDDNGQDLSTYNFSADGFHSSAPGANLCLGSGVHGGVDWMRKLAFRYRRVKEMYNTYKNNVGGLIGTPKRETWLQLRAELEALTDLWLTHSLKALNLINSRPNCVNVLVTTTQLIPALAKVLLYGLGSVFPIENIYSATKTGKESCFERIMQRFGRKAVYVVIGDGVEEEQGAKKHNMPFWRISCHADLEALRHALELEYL
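Eya2 protein (added as 0.2 uM solution) was preincubated with compound for 10 min at ambient temperature in 50 mM HEPES pH 7.5, 50 mM NaCl, 5 uM MgCl2, 0.05% BSA, 1 mM DTT. OMFP (added at 50 uM) then reacted 10 min; fluorescence read at 485/525 nm.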
Giardia killer = kills Giardia lamblia. Giardia lamblia trophozoite viability. actives 0.15% (n = 340,000). AID 540267. activity change, % at 7.66 µM, hits read low; in the data active means activity change below about -80%; inconclusive means between about -30% and that limit;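 further: parasites exposed to compound for two days anaerobically before the ATP read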
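Giardia trophozoites, 100 cells per well, were exposed to compounds for 48 hrs at 37 deg C under anaerobic conditions; viability was then read as ATP content by bioluminescence after 15-30 min at room temperature.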
* = called active by the depositor; i = inactive; ? = inconclusive; / = not tested or not shown; [ ] = remark or other dose. Unless noted, the call rests on the fitted dose curve; in most records, active means well fitted curve in the direction sought with a large enough effect; inconclusive means small, poorly fitted or top-dose-only effect, or another doubt; inactive means no such curve, though single readings can be large; an effect the other way counts as inactive or inconclusive. Unless noted, on the % scale 0 is the no-effect control and ±100 the full control effect.

| SMILES | KCNH2 3.1 block | B2AR arrestin | GALK inh | uPA generation | Chronic BCR inh | Giardia killer | hERG WT inh | Eya2 phos inh | PKM2 activator | USP2a inh | Coupling enz |
| --- | --- | --- | --- | --- | --- | --- | --- | --- | --- | --- | --- |
| COc1ccc(-c2noc(-c3ccccc3C(=O)N3CCOCC3)n2)cc1 | -1 | -0.2% | 0% | / | -20% | 6 | -8 | -23% | 3% | 7% | -2 |
| O=C(CN1C(=O)NC2(CCCC2)C1=O)Nc1ccccc1-c1ccccc1 | 11 | -1.0% | -4% | 3% | 0% | 12 | 4 | 7% | 2% | 3% | -7 |
| S=C(Nc1ccccc1)N1CCC(C2CCN(C(=S)Nc3ccccc3)CC2)CC1 | -6 | 0.5% | 2% | 2% | 0% | -2 | -4 | 9% | -9% | 2% | 3 |
| COc1cccc(CN(C)C(=O)C2CCN(S(=O)(=O)c3cccs3)CC2)c1OC | 4 | -0.1% | / | -7% | ? | -10 | -1 | 12% | / | -2% | / |
| O=C(Nc1nnc(CCc2ccccc2)s1)c1cccc(F)c1 | 13 | -0.4% | 0% | 5% | 10% | 20 | -14 | 14% | -5% | 1% | 0 |
| CC1CCCC(NC(=O)c2ccc(F)c(S(=O)(=O)N3CCOCC3)c2)C1C (stereo unspecified) | -9 | 0.2% | / | -29% | -7% | 27 | 0 | 18% | / | 4% | / |
| Cc1ccc(S(=O)(=O)C(CCC(=O)c2ccc(Cl)cc2)C(N)=O)cc1 (stereo unspecified) | 18 | 3.8% | 0% | 2% | 1% | 28 | 1 | -9% | -9% | 0% | -1 |
| O=C(COc1ccccc1Cl)Nc1ccc(N2CCCC2)cc1 | -8 | -0.6% | 4% | -5% | ? | -5 | -7 | -1% | -11% | 0% | / |
| CCc1n[nH]c2c1/C(=N/O)CCC2 | -5 | -1.0% | -1% | 9% | 1% | 18 | -21 | 0% | 3% | 0% | 1 |
| C[C@]12C(=O)N(c3ccc(F)cc3)C(=O)N1[C@@H]1c3ccccc3OC[C@@H]1[C@H]2c1ccccc1 | 10 | -0.9% | / | 4% | -2% | 14 | -16 | 2% | -4% | -1% | -1 |
| O=C(CN1CCC(N2CCCCC2)CC1)N1CCOCC1 | / | 0.0% | 11% | / | 2% | / | / | 9% | -3% | -2% | 0 |
| O=C(CCc1ccccc1)Nc1cc(S(=O)(=O)N2CCOCC2)ccc1N1CCCC1 | 12 | 0.0% | / | -3% | 1% | -7 | -6 | 17% | / | 2% | / |
| COc1ccc2ccccc2c1C1CC(=O)N2CN(C3CCCCC3)CSC2=C1C#N (stereo unspecified) | 16 | 0.7% | 1% | -13% | 0% | -20 | 8 | 3% | -4% | -1% | -19 |
| Cc1nc(Cl)c(C(=O)Nc2cccc(F)c2)c(C)c1Cl | 1 | -0.1% | -2% | -4% | ? | 3 | -1 | -15% | 1% | -1% | -9 |
| COc1ccc(C2=NN(C(=O)CCC(=O)O)C(c3cccs3)C2)cc1 (stereo unspecified) | -5 | -1.1% | 13% | -2% | 27% | -16 | -7 | 21% | 5% | 3% | 18 |
| COc1cc(CC(=O)NCc2cccs2)cc(OC)c1OC | -6 | 0.0% | 1% | 0% | ? | -10 | 2 | 2% | -1% | 3% | 0 |
| CNC(=S)Nc1cc(Cl)ccc1Oc1ccccc1 | 0 | -1.2% | 2% | -4% | -1% | -3 | 2 | -4% | -2% | 0% | 0 |
| O=C(CN1CCCC1)Nc1nc(-c2ccc3c(c2)CCN3C(=O)c2ccccc2F)cs1 | 12 | 0.6% | -1% | -3% | ? | 17 | 4 | -16% | / | -1% | 0 |
| CC(NS(=O)(=O)c1ccccc1)C1COc2ccccc2O1 (stereo unspecified) | 6 | -1.7% | -4% | -4% | 10% | 4 | 0 | -20% | 1% | 0% | -1 |
| Cc1ccc(C(C(=O)NC2CCCC2)N(Cc2ccco2)C(=O)CCC(=O)Nc2ccccn2)cc1 (stereo unspecified) | 6 | 0.0% | 9% | 0% | ? | -2 | -8 | 4% | -1% | -1% | 2 |
| CC(C)(C)c1ccccc1NC(=O)CN1C(=O)NC2(CCCCCC2)C1=O | 2 | -2.5% | / | -4% | 1% | -13 | -170* | 16% | / | 1% | / |
| Cc1c(NS(=O)(=O)c2ccc([N+](=O)[O-])cc2)c(=O)n(-c2ccccc2)n1C | -6 | 0.4% | 0% | 2% | 3% | -8 | -1 | -6% | 4% | 1% | 5 |
| CCOc1ccccc1NC(=O)COC(=O)Cc1ccc(-c2ccccc2)cc1 | -2 | -0.7% | 0% | 17% | ? | 31[activator] | 8 | 4% | 13% | 2% | 1 |
| O=C(NOC(=O)c1ccccc1)c1ccccc1 | -9 | 0.2% | 0% | -3% | 10% | -1 | 0 | ? | -2% | 0% | 3 |
| Cc1cc(N2C(=O)C(O)=C(C(=O)c3ccc(C)o3)C2c2ccc([N+](=O)[O-])cc2)no1 (stereo unspecified) | -2 | 0.2% | -2% | -9% | 0% | 14 | 20 | 18% | / | 4% | / |
| CC1=NC(=O)C(N=Nc2ccccc2)N1c1ccccc1 (stereo unspecified) | -5 | -0.1% | 0% | 6% | 0% | -1 | 0 | -5% | -4% | 1% | 3 |
| CC1=NN(c2nc(-c3ccc(C#N)cc3)cs2)C(=O)C1 | -5 | -0.1% | 4% | -4% | ? | -10 | i | -7% | 4% | 2% | 1 |
| O=C(NCC1CCCCC1)c1cc(Br)ccc1Cl | -25 | 0.0% | 1% | 2% | -2% | -6 | 7 | -7% | -4% | 0% | -1 |
| CC(C)c1onc(C(=O)N2CCN(C(c3ccccc3)c3ccccc3)CC2)c1[N+](=O)[O-] | 20 | -0.2% | / | 3.2µM* | 2% | -4 | -2 | -2% | -16% | 5% | 4 |
| O=C(NC(=S)Nc1ccc(N2CCOCC2)c(Cl)c1)c1sc2ccccc2c1Cl | 4 | -0.3% | 0% | -7% | 4% | -1 | -2 | -1% | 20% | 0% | 1 |
| O=C(NCc1ccco1)c1cccc(F)c1 | -4 | / | -2% | / | / | 18 | -16 | / | -1% | / | 1 |
| Cc1c(Cl)cccc1NC(=O)Nc1cnccn1 | 19 | -0.1% | 7% | 5% | -1% | 1 | -38 | 1% | -13% | -2% | / |
| CCC1CN(C(=O)NCc2ccc(F)cc2)c2cc(C)ccc2O1 (stereo unspecified) | -9 | -0.5% | -2% | -4% | 1% | -19 | -3 | -19% | / | 2% | 2 |
| CCC(C)C(=O)Nc1ccccc1N1CCN(c2ccc(F)cc2)CC1 (stereo unspecified) | -4 | 0.1% | -8% | 9% | 3% | -7 | -31 | 2% | -1% | -3% | -2 |
| CC(=O)Nc1ccc(/C=C(\C#N)C(=O)NC2CCCCC2C)cc1 (stereo unspecified) | 3 | 0.1% | -2% | -5% | ? | -8 | i | -14% | 5% | 0% | 0 |
| Cc1ccc(S(=O)(=O)N2CCN(C(=O)COc3ccc(Br)cc3)CC2)cc1 | -23 | 0.0% | / | -10% | 5% | 6 | 17 | -2% | / | 3% | / |
| Cc1ccc(-c2nc(N3CCOCC3)sc2C(=O)N2CCCCC2)cc1 | -19 | -0.2% | -2% | 1% | 7% | 9 | -3 | -19% | 1% | 4% | 0 |
| O=C(OCC(=O)N1CCCc2ccccc21)c1cc(Cl)ccc1O | -17 | 0.4% | -1% | 1% | 4% | -6 | -11 | -16% | 0% | 1% | / |
| CC1Cc2ccccc2N1S(=O)(=O)c1cccc(C(=O)NCCCO)c1 (stereo unspecified) | 7 | 0.2% | 3% | 1% | -5% | -17 | 3 | 12% | -3% | 2% | 0 |
| Nc1cc(N2CCCCC2)c([N+](=O)[O-])cc1Cl | 27 | -0.5% | -2% | -8% | ? | 3 | 10 | -6% | -2% | -2% | -2 |
| COc1ccccc1-n1c(-c2ccc(NS(C)(=O)=O)cc2)n[nH]c1=S | -10 | -0.1% | 0% | 2% | ? | -10 | -7 | -9% | -10% | -5% | 1 |
| O=C1CC(N2CCN(Cc3ccccc3)CC2)C(=O)N1c1ccc2c(c1)OCCO2 (stereo unspecified) | 3 | 0.0% | 1% | 8% | 5% | -1 | 6 | 1% | 7% | 1% | 1 |
| COc1cc2c(cc1OC)CN(C(=O)c1ccc(Cl)c(S(=O)(=O)N3CCCC3)c1)CC2 | 10 | -0.3% | / | -21% | ? | -4 | 5 | -22% | / | 5% | / |
| CCOC(OCC)c1cc2ccccc2cn1 | 7 | -0.3% | / | 2% | ? | -3 | 0 | 6% | / | 7% | / |

Rows are unselected; any-hit rate near 2.4%.
